# Yeast superoxide = yeast age-related superoxide inhibition as caloric restriction mimetic | S. cerevisiae aged cells, superoxide DHE fluorescence; stronger effect = lower value | superoxide response (% of plate mean), % at 10 µM | 330,000 compounds, 0.18% hits;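 active = superoxide response under a set limit, about three screen SD below normal, cut at about 65% in these data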;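 also: yeast aged for seven days with compound at 30 °C before DHE staining; 100% = average MFI of all compound-treated wells on the plate with controls excluded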
# RPL19A-GFP yeast = alters RPL19A-GFP fluorescence in TOR pathway yeast screen. S. cerevisiae RPL19A-GFP strain, flow cytometry, 3 h; stronger effect = lower value. percent response vs DMSO, % at 10 µM. 330,000 compounds, 0.3% hits. AID 2025;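 active = percent response vs DMSO below 50%; inconclusive = fewer than 70 events counted for the yeast strain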;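 also: median channel GFP fluorescence of the barcoded RPL19A-GFP strain; ratio of sample median GFP to plate DMSO average so 100% = DMSO; lower means less RPL19A-GFP as with rapamycin TOR inhibition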
# VLA-4 inh = inhibition in a human VLA-4 binding assay; 330,000 compounds, 0.2% hits; inhibition, % (about 7 µM as worked out from the volumes in the protocol); VLA-4 expressing cells, ligand binding flow cytometry; AID 2557; in the data active = inhibition above about 50%
# MEP2-GFP yeast = alters MEP2-GFP fluorescence in TOR pathway yeast screen; 330,000 compounds, 0.51% hits; AID 2016; GFP response vs DMSO, % at 10 µM; S. cerevisiae MEP2-GFP strain, flow cytometry GFP, 3 h; 100% = DMSO control level;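 active = GFP response versus DMSO above a set limit, roughly screen mean plus 3 SD, cut at about 180% in these data; inconclusive = fewer than 70 cells counted for a yeast strain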;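 also: median GFP fluorescence of the barcode-gated MEP2-GFP cells per well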
# AGP1-GFP MLPCN = yeast TOR pathway AGP1-GFP modulation | AID 2066 | 320,000 compounds, 0.02% hits | S. cerevisiae AGP1-GFP multiplex flow cytometry, 3 h; GFP as percent of DMSO wells | GFP response vs DMSO, % at 10 µM;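 active = GFP response relative to DMSO above a set limit, near screen average plus 3 SD, cut at about 150% in these data; inconclusive = fewer than 70 cells counted for the yeast strain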;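 also: median GFP channel fluorescence of the gated AGP1 strain per well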
# CIT2 TOR yeast = yeast TOR pathway CIT2-GFP modulation | GFP response vs DMSO, % at 10 µM | 320,000 compounds, 0.065% hits | S. cerevisiae CIT2-GFP strain, flow cytometry, 3 h; 100 means same as DMSO wells | AID 2029;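 active = GFP response relative to DMSO above a set limit, near the screen mean plus 3 SD, cut at about 150% in these data; inconclusive = Fewer than 70 cells measured for a yeast strain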;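 also: ratio of well median GFP fluorescence to mean of DMSO wells on the plate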
# LAP4-GFP MLPCN = alters LAP4-GFP fluorescence in TOR pathway yeast screen | GFP response vs DMSO, % at 10 µM | AID 2023 | S. cerevisiae LAP4-GFP multiplex, flow cytometry GFP, 3 h; median GFP as percent of DMSO wells | 320,000 compounds, 0.34% hits;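 active = GFP response vs DMSO above a set limit, about the screen mean plus 3 SD, cut at about 150% in these data; inconclusive = under 70 cell events counted for the yeast strain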
# GRK2 inh = inhibitors of human GRK2 displacing RNA aptamer; P25098; AID 488847; 330,000 compounds, 0.59% hits; inhibition of aptamer binding, % at 10 µM; bead flow cytometry, FAM-aptamer displacement from GRK2;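 active = inhibition of aptamer binding above 40%, roughly 3 SD of noise, on plates passing a quality check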;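 also: median bead fluorescence of bound FAM aptamer so fluorescent compounds give negative values; no value below 0 was filed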
# Target sequence (P25098 whole entry, looked up): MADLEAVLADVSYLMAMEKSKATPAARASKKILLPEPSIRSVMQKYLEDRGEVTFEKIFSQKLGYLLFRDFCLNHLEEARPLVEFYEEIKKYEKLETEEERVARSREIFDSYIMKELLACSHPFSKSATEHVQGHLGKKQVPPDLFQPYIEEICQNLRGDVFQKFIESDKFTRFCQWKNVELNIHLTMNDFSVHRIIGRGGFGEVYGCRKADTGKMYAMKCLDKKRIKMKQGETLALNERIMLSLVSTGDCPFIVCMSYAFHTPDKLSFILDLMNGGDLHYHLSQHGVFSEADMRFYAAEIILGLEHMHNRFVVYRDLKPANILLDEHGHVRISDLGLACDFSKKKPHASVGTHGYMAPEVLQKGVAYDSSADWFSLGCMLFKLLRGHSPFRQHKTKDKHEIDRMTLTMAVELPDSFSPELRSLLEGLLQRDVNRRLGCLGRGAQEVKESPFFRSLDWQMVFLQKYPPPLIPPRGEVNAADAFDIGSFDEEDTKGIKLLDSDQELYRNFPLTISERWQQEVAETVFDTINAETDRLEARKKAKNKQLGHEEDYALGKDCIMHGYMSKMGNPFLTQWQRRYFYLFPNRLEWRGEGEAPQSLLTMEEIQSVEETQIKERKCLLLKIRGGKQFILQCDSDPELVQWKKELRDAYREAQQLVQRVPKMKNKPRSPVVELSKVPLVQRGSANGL
# Active calls of the source: *; u = inconclusive; x = not tested or not shown; [ ] = another dose, or the depositor's remark. Rows are unselected; 1.7% or so of the library scored in one or more.
SMILES,Yeast superoxide,RPL19A-GFP yeast,VLA-4 inh,MEP2-GFP yeast,AGP1-GFP MLPCN,CIT2 TOR yeast,LAP4-GFP MLPCN,GRK2 inh
CCCS(=O)(=O)C(=C1NCCO1)S(=O)(=O)CCC,100.2,92.5,5.0,92.1,87.5,89.4,85.4,4.0
CN(CC1CCCN(CCc2ccc(Cl)cc2)C1)C(=O)c1ccc2nc[nH]c2c1 (stereo unspecified),91.2,103.3,-1.9,98.0,100.1,103.6,95.8,0.0
O=C(CNC(=O)c1ccc(Br)cc1)N=Nc1c(O)[nH]c2ccc([N+](=O)[O-])cc12,103.0,101.3,3.0,101.3,108.7,102.6,100.7,3.0
[O-][n+]1c2ccccc2c2n1CCN1CCOC21c1ccc(Cl)cc1 (stereo unspecified),72.4,92.7,7.8,91.1,93.9,93.7,93.3,0.0
Cc1ccc(CCNC(=O)C2CCC(=O)N(CC3CCCCC3)C2)cc1 (stereo unspecified),105.6,99.8,10.2,93.5,101.5,104.2,95.1,1.0
Cc1ccc(NC(=O)CSc2nc3ccccc3nc2N2CCCC2)cc1,93.0,98.2,-14.4,98.7,104.0,104.1,107.9,1.0
Cc1onc(-c2c(F)cccc2Cl)c1C(=O)NCCc1ccc(S(N)(=O)=O)cc1,91.0,98.1,3.3,101.7,104.8,102.7,97.4,5.0
O=C(Nc1ccc(Cl)c(Cl)c1)NC1CCS(=O)(=O)C1 (stereo unspecified),95.9,110.7,-2.0,107.9,105.9,101.6,95.4,1.0
O=C1NC(C(=O)O)=CC(c2cccc(Cl)c2Cl)N1 (stereo unspecified),95.1,100.6,-0.1,90.0,96.7,107.1,107.4,2.0
O=C(c1cc(S(=O)(=O)N2CCCC2)c(Cl)cc1Cl)N1CCCC1,114.8,100.1,3.4,101.6,101.0,101.2,97.2,0.0
COc1ccccc1CNC(=O)c1sccc1C,104.0,98.0,0.2,116.6,93.6,89.0,97.6,1.0
COCCNc1c2c(c(C#N)c3nc4ccccc4n13)CCCC2,89.7,102.4,4.3,100.5,98.6,102.0,97.2,0.0
CCC(c1ccc(O)cc1)C(CC)c1ccc(O)cc1 (stereo unspecified),98.3,93.7,9.2,91.3,90.4,80.1,99.7,0.0
O=C(C1CCCCC1)N1CCCC(c2nc(-c3ccc(F)cc3)no2)C1 (stereo unspecified),93.1,97.2,13.2,101.1,95.1,91.8,99.3,1.0
CCCCCCCC1CC(CSc2ncn[nH]2)OC1=O (stereo unspecified),107.8,100.9,21.6,109.8,100.4,99.5,103.3,0.0
O=C(NCCOc1ccccc1Cl)c1cccc2c1C(=O)c1ccc(Cl)cc1S2(=O)=O,113.5,93.6,5.9,98.5,97.4,98.9,100.8,2.0
COc1ccc(C(=O)NCc2nnc(SCC(=O)Nc3nnc(C)s3)o2)cc1OC,74.3,101.9,-17.8,107.0,107.9,107.7,103.0,0.0
O=C(NCCc1ccccc1)c1nc(CS(=O)(=O)c2ccc(Cl)cc2)no1,87.7,99.6,-1.3,100.6,100.1,99.4,99.6,0.0
CC1(NC(=O)CCc2nc3sc4c(c3c(=O)[nH]2)CCCC4)CCS(=O)(=O)C1 (stereo unspecified),129.6,94.0,-0.7,90.5,96.7,87.8,95.1,14.0
O=C(Oc1cccc([N+](=O)[O-])c1)c1ccc2c(=O)n3c(nc2c1)CCC3,109.4,101.2,17.1,106.8,100.5,104.2,104.4,0.0

# Full records, looked up by structure. Screens in order: Yeast superoxide, RPL19A-GFP yeast, VLA-4 inh, MEP2-GFP yeast, AGP1-GFP MLPCN, CIT2 TOR yeast, LAP4-GFP MLPCN, GRK2 inh
# Record of `CCC(c1ccc(O)cc1)C(CC)c1ccc(O)cc1` (stereo unspecified) : 98.3, 93.7, 9.2, 91.3, 90.4, 80.1, 99.7, 0.0
# Record of `COc1ccc(C(=O)NCc2nnc(SCC(=O)Nc3nnc(C)s3)o2)cc1OC` : 74.3, 101.9, -17.8, 107.0, 107.9, 107.7, 103.0, 0.0
# Record of `CCCCCCCC1CC(CSc2ncn[nH]2)OC1=O` (stereo unspecified) : 107.8, 100.9, 21.6, 109.8, 100.4, 99.5, 103.3, 0.0

# (continued)
SMILES,Yeast superoxide,RPL19A-GFP yeast,VLA-4 inh,MEP2-GFP yeast,AGP1-GFP MLPCN,CIT2 TOR yeast,LAP4-GFP MLPCN,GRK2 inh
O=C(NCc1csc(-c2cccs2)n1)c1cccc(Cl)c1,82.7,89.3,28.1,98.3,87.1,79.6,108.1,0.0
NC(=S)Nc1ccc(C(F)(F)F)cc1Cl,110.9,91.0,19.6,90.5,93.6,88.2,103.3,0.0
Cc1ccc(-c2csc(N/N=C/c3ccco3)n2)cc1,107.0,97.5,0.8,109.1,91.9,98.8,114.6,0.0
COc1ccc(OC)c(/C=C2\SC(=S)N(N3CCOCC3)C2=O)c1,98.0,103.8,-0.5,103.6,109.0,99.9,113.4,5.0
COC(=O)CCC(=O)NC(=S)Nc1ccc(S(=O)(=O)N2CCCC2)cc1,99.5,103.6,-2.6,99.1,97.2,101.2,84.8,0.0
COc1ccc(-c2nnc(NC(=O)c3ccc4c(c3)OCCO4)o2)cc1,103.1,105.9,0.7,103.2,110.2,119.3,106.9,0.0
O=C(Nc1cccc(F)c1)C1CCN(C(=O)c2ccc(Cl)cc2)CC1,98.5,101.0,6.3,100.0,100.0,100.7,94.1,0.0
O=C(NNC(=O)c1ccc[nH]1)Nc1cc(Cl)cc(Cl)c1,115.1,97.7,3.8,103.8,101.7,95.9,110.2,0.0
FC(F)Sc1ccc(NC(=S)NCc2ccccc2)cc1,113.7,99.8,0.4,99.0,99.3,98.0,98.5,1.0
O=C(O)CC1C(=O)OCN1C(=O)OCc1ccccc1 (stereo unspecified),90.1,99.2,-3.9,100.0,104.4,108.3,98.6,0.0
COc1ccccc1N(CC(=O)Nc1c(C)cccc1C)S(C)(=O)=O,84.3,99.6,-6.3,100.8,100.5,102.7,99.2,0.0
CC1(c2ccccc2)NC(=O)N(CC(=O)Nc2ccccc2C(=O)N2CCCCC2)C1=O (stereo unspecified),102.7,98.0,14.9,97.4,106.2,94.8,108.3,1.0
Cc1cc(C(=O)CCC(=O)NCC2COc3ccccc3O2)c(C)s1 (stereo unspecified),100.1,99.7,-3.2,94.8,116.4,91.5,116.3,0.0
Cc1ccc(CN2CC(C(=O)Nc3cc(C)ccn3)CC2=O)cc1 (stereo unspecified),95.0,96.5,7.5,95.7,100.5,92.2,99.4,0.0
O=C(NCCN1CCCCC1)c1ccc(F)cc1Cl,101.2,101.5,6.4,105.2,95.2,100.1,98.6,0.0
CC1CCCCC1NC(=O)CSCC(=O)O (stereo unspecified),89.7,100.2,-7.8,120.2,101.0,90.7,97.1,0.0
O=C(c1ccc(C(F)(F)F)cc1)C1CCCN(C(=O)Cn2cncn2)C1 (stereo unspecified),97.9,101.3,-2.9,94.9,89.0,96.3,74.3,1.0
Oc1ccc(Br)cc1-c1cc(-c2ccccc2Cl)[nH]n1,109.5,96.5,7.0,96.3,92.4,81.5,95.2,0.0
COc1ccc(C2=Nn3c(nnc3-c3ccccn3)SC2)cc1OC,98.5,99.8,11.2,99.7,98.8,101.4,99.9,2.0
CC(SCC(=O)Nc1ccccc1)c1nc2ccccc2c(=O)[nH]1 (stereo unspecified),106.8,100.0,3.2,108.5,97.7,110.1,99.2,0.0
COc1ccc(C2c3[nH]c4ccccc4c3C[C@H]3C(=O)N(c4ccccc4C(=O)N4CCC[C@@H]4C(=O)O)C(=O)N23)cc1 (stereo partly specified),102.3,94.9,-10.7,92.2,95.8,93.6,100.2,3.0
COc1ccc2[nH]c3c(=O)n(Cc4ccco4)cnc3c2c1,89.9,95.2,9.2,120.6,108.1,x,105.6,16.0
CCC1CCCCN1C(=O)CSc1n[nH]c(N)n1 (stereo unspecified),70.0,99.9,-10.0,95.6,97.3,109.0,91.4,0.0
N[C@@H](Cc1ccccc1)c1nnc(SC/C=C/c2ccccc2)o1,97.2,96.2,-13.0,98.1,96.4,89.8,109.1,0.0
O=C(CNC(=O)c1ccc(OC(F)F)cc1)NCC1CCCO1 (stereo unspecified),94.6,109.5,2.6,108.6,98.0,x,81.3,9.0
C/C(=N\Nc1ccc(C#N)cc1[N+](=O)[O-])c1ccc(O)cc1,101.1,110.3,-1.6,103.1,99.8,101.4,98.7,0.0
CCOC(=O)c1cc2c(=O)n3cccc(C)c3nc2n(Cc2ccco2)c1=NC(=O)c1ccccc1,103.5,85.3[may fluoresce violet],-36.9,603.8*[may fluoresce violet],20.5[may fluoresce violet],u,105.5[may fluoresce violet],7.0
O=C(O)c1ccc(-c2ccc(-c3ccccc3)cc2)s1,112.4,98.0,-5.6,103.9,100.0,95.3,105.1,0.0
CCOc1ccccc1NC(=O)Cn1nc(-c2ccco2)ccc1=O,107.3,101.8,0.0,128.8,98.0,120.0,114.3,1.0
O=C1CCc2cc(S(=O)(=O)N3CCCC3C(=O)N3CCN(c4ccccc4)CC3)ccc2N1 (stereo unspecified),108.2,99.4,8.8,98.5,93.5,88.7,98.9,0.0
Cc1nc(N2CCN(Cc3nc4ccccc4[nH]3)CC2)c2oc3ccccc3c2n1,83.9,93.1,0.1,97.1,93.4,97.0,90.3,0.0
N=c1c(C(=O)NCCN2CCOCC2)cc2c(=O)n3ccccc3nc2n1CCCN1CCOCC1,98.8,51.7[may fluoresce violet],7.1,247.5*[may fluoresce violet],u,u,77.8[may fluoresce violet],0.0
CCNc1nc(NCc2ccccc2)nc(SCC(=O)Nc2ccccc2)n1,90.0,102.9,-1.1,118.8,112.8,108.0,107.9,2.0
CC1(C)CC(=O)C2=C(C1)OC(N)=C(C#N)C2c1cn(-c2ccccc2)nc1-c1ccc(F)cc1 (stereo unspecified),77.9,108.8,3.2,96.3,103.5,99.0,93.7,0.0
Cc1ccc(C#N)c(SCCN2CCCCC2)n1,82.0,105.8,10.1,101.0,98.9,100.4,97.7,1.0
O=C(NN1CCOCC1)c1cn(-c2ccccc2)nc1-c1cccs1,104.9,102.8,-0.9,95.8,103.9,86.4,109.0,0.0
Cc1cccc(C(=O)OCC(=O)N(C)CC(=O)Nc2ccc(Cl)c(C(F)(F)F)c2)c1,94.4,93.1,9.2,95.8,100.6,94.7,93.2,4.0
O=C(/C=C/c1ccc(O)c(O)c1)OCCc1ccccc1,126.4,102.0,-1.1,103.4,84.0,77.2,130.4,4.0
COc1ccc(NS(=O)(=O)c2c(C)cc(C)cc2C)cc1,100.2,93.9,18.7,92.7,94.8,x,91.7,1.0
COc1ccccc1NC(=O)Cc1nnc(SCC(=O)NC2CCCCC2)n1C,105.8,95.3,3.6,121.0,95.5,100.8,99.9,0.0
O=C(CSc1nc2ncccc2[nH]1)NCc1ccccc1,76.9,96.3,4.2,105.3,95.8,101.4,93.2,1.0
Cc1nnc(NC(=O)c2ccccc2-c2ccccc2C(=O)O)s1,101.2,95.0,8.9,95.7,105.5,105.3,107.3,0.0
CCCCN(C)CCNC(=O)CCn1nc(-c2ccc(Cl)cc2)ccc1=O,101.9,97.9,4.2,101.8,98.1,99.9,93.0,0.0
COc1ccc(C(=O)c2sc(NC(C)C)nc2N)cc1OC,102.0,100.0,-12.7,101.9,106.0,110.0,102.0,0.0
COc1ccc(-c2csc(NC(=O)c3ccccc3C(=O)O)n2)cc1,110.0,108.1,-3.3,107.6,105.8,104.4,99.6,4.0
O=C(Cn1cc2c(n1)CCCC2)Nc1ccccc1Cl,94.2,94.0,-2.7,103.3,105.2,87.3,104.8,1.0
Cc1cccc(NC(=O)c2cccc(NC(=O)c3ccco3)c2)c1C,105.8,97.1,-3.3,99.0,111.1,103.0,131.6,0.0
